PvdQ inh: P. aeruginosa PvdQ acylase inhibitors, primary screen, biochemical, fluorescence, plate reader and imaging, single point; PvdQ acylase [Pseudomonas aeruginosa LESB58]; inhibition, % at 10 µM; 0.063% of 340,000 active; AID 488965, 2010; purified PvdQ acylase; in the data active means inhibition above about 30%, passing the limit was not always enough; inconclusive means no clear call, values can overlap the other calls;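 further: 0% = vehicle neutral wells and 100% = reference inhibitor wells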
Rtt109 HAT inh: inhibitors of C. albicans Rtt109/Vps75 HAT, primary screen, biochemical, ThioGlo CoA-SH fluorescence, plate reader. Histone acetyltransferase RTT109 (Candida albicans (strain SC5314 / ATCC MYA-2876)), …. purified Rtt109/Vps75, 4 h. 0.16% of 330,000 active. AID 540336, 2011. inhibition, % at 34.9 µM;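 active means inhibition of at least 50% in every replicate; inconclusive means best replicate reaches 50% inhibition but some replicates fall short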
Target sequence (Q5AAJ8 whole entry, looked up): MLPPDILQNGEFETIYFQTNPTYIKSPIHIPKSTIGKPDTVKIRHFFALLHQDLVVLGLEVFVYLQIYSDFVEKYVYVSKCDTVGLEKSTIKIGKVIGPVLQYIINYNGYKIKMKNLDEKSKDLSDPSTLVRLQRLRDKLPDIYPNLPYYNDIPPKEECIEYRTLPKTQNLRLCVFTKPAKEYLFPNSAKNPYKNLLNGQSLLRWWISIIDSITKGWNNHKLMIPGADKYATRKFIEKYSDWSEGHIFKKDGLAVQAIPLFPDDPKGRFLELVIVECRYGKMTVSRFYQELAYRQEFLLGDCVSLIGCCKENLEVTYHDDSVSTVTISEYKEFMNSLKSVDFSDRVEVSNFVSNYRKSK
C-LANA FP: inhibitors of KSHV C-LANA binding to DNA, primary screen, biochemical, fluorescence polarization, FAM-LBS DNA, MBP-C-LANA, single point. Kaposi's sarcoma herpesvirus LANA C-terminal domain (residues 932-1162) DNA binding. inhibition, % at 9 µM. 0.078% of 340,000 active. AID 504423, 2011;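 active means highest replicate inhibition at or above 60% at 9 µM, even if other replicates fall short; inactive means all replicates below 60% inhibition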;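 further: 0% = neutral control wells and 100% = 4 µM acridine orange control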
Keap1 Nrf2 FP: Keap1-Nrf2 protein-protein interaction inhibitors, primary screen, biochemical, fluorescence polarization, single point | inhibition, % at 9.4 µM | 0.15% of 340,000 active | Keap1 Kelch-Nrf2 peptide fluorescence polarization, 1536-well | Kelch-like ECH-associated protein 1 (Homo sapiens), Q14145; in the data active means inhibition above about 12%; inconclusive means no clear call, values can overlap the other calls; inactive means below about 7.3%;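 further: human Keap1 Kelch domain with fluorescein labeled Nrf2 9mer peptide probe; 0% = neutral control wells and 100% = peptide positive control; higher means more block of Keap1 binding to Nrf2 peptide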
NSD2 inh: NSD2 histone methyltransferase inhibitors, primary screen, biochemical, AlphaScreen, single concentration, set 2; 0.54% of 310,000 active; inhibition, % at 12.5 µM; Histone-lysine N-methyltransferase NSD2 (Homo sapiens), O96028; NSD2 peptide methylation, 120 min; AID 743445, 2014; in the data active means inhibition above about 50%
PfHsp90 yeast 2: growth inhibition of PfHsp90-expressing yeast, primary screen, antimalarial PfHsp90 inhibitor project, S. cerevisiae, BacTiter-Glo luminescence, single point, set 2; BacTiter-Glo ATP, 48 h; yeast lacking PDR1 and PDR3 efflux regulators; inhibition, % at 9.4 µM; 0.32% of 310,000 active;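 active means every replicate shows inhibition above about 80%, whatever the replicate mean, limit read from the data; inconclusive means mean inhibition reaches the set limit but some replicate falls short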;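 further: 0% = DMSO neutral controls and 100% = 20 µM radicicol positive controls; yeast relying on Plasmodium falciparum Hsp90 in place of its own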
Cardiac RTF inh: cardiac RTF calcium sensitivity inhibitors, primary screen, biochemical, IANBD-TnC fluorescence, EC70 calcium; Troponin I, cardiac muscle (Homo sapiens) + Troponin T, cardiac muscle (Homo sapiens) + …; 0.12% of 340,000 active; inhibition, % at 7.15 µM; IANBD-labeled cardiac RTF, Ca2+ fluorescence;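 active means inhibition above the mean inhibition of all tested compounds plus 3 SD, cut at about 17% in these data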;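 further: assay run at fixed EC70 calcium of 1.6 mM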
dFosB activator: activators of delta FosB homodimer, primary screen, biochemical, fluorescence polarization, TAMRA-CDK5 oligo, single point. purified delta FosB; percent of positive-control signal above neutral wells. Protein FosB (Mus musculus), P13346. 0.99% of 340,000 active. activation, % at 25 µM. AID 493131, 2011;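 active means mean activation above about 17%, with every replicate also reaching it, limit read from the data, passing the limit was not always enough; inconclusive means only one of the two conditions met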;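 further: fluorescence polarization rise as delta FosB binds a TAMRA Cdk5 AP-1 oligo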
cardiac RTF act: cardiac RTF calcium sensitivity activators, primary screen, biochemical, IANBD-TnC fluorescence, EC20 calcium; Troponin I, cardiac muscle (Homo sapiens) + Troponin T, cardiac muscle (Homo sapiens) + …; IANBD-labeled TnC RTF fluorescence at EC20 calcium; 0% EC20 calcium, 100% full calcium; activation, % at 7.2 µM; 0.24% of 340,000 active;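 active means activation above the mean over all tested compounds plus 3 SD, cut at about 30% in these data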;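 further: rise in fluorescence read as greater calcium sensitivity of cardiac thin filaments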
CDK5 inh: inhibitors of human CDK5/p35 kinase, primary screen, biochemical, single concentration. inhibition, % at 10 µM. Cyclin-dependent kinase 5 (Homo sapiens) + Cyclin-dependent kinase 5 activator 1 (Homo …. Recombinant CDK5/p35, ADP-Glo luminescence, 60 min. 0.01% of 330,000 active;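 active means highest replicate inhibition of at least 50% and at least 75% of replicates reaching 50%; inconclusive means only one of the two criteria met; inactive means both criteria failed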;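 further: plate controls were DMSO neutral control for no effect and GW8510 at 10 µM for full effect; many of its hits are not listed in these tables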
Target sequence (Q00535 whole entry, looked up): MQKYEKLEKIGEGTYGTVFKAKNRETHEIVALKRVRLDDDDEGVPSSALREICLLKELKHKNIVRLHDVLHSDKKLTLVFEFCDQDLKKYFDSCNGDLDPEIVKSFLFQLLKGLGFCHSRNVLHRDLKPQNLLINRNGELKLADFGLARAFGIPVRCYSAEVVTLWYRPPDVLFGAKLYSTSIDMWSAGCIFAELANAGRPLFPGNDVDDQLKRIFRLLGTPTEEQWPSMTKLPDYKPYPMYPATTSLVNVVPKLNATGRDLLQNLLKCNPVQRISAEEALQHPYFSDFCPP
Target sequence (Q15078 whole entry, looked up): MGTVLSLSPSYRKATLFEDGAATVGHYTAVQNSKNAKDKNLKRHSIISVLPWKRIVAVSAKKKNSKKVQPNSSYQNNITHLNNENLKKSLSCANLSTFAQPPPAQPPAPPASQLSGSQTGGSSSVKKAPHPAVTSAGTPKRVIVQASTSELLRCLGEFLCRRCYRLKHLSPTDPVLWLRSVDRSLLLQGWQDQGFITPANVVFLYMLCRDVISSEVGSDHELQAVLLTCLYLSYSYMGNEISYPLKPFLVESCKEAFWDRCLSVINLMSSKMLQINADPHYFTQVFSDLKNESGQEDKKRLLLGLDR
Mot1-301 SUMO: yeast Mot1-301 growth rescue at high temperature, primary screen, SUMOylation pathway inhibitor project, S. cerevisiae, ATP luminescence, 38.5C; AID 2716, 2010; growth rescue, % at 18.8 µM; 1% of 320,000 active; S. cerevisiae Mot1-301 growth rescue; percent above DMSO median, 100 means doubled;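 active means every valid replicate shows activation above 250% relative to neutral control wells; inactive means the rest, any valid replicate at or below 250%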;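 further: OY570 slx delta 5 strain wells were the positive control but not used for scaling; some compounds called inactive have numbers as strong as hits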
Starred values were filed as active, the others as inactive; ? = inconclusive; . = not tested or not shown.

SMILES	PvdQ inh	Rtt109 HAT inh	C-LANA FP	Keap1 Nrf2 FP	NSD2 inh	PfHsp90 yeast 2	Cardiac RTF inh	dFosB activator	cardiac RTF act	CDK5 inh	Mot1-301 SUMO
CC(=O)c1ccc(NC(=O)c2ccc(NC(=O)CCS(=O)(=O)c3cccs3)cc2)cc1	2	9	1.6	4	11	5	-4	-5	7	0.3	-20
CNc1nc(OC)nc(N2CCOCC2)n1	-8	-8	-0.5	-3	-1	9	2	6	-1	0.8	12
CCn1nccc1C(=O)Nc1cc(Cl)ccc1Cl	-11	-12	-1.0	-2	-1	4	-6	-3	4	-0.5	23
O=C(Nc1nc(-c2ccccc2)cs1)c1ccc(S(=O)(=O)N2CCc3ccccc32)cc1	-1	0	-1.7	-1	.	-5	-5	?	0	-0.1	13
Cc1[nH]c2ccccc2c1N=Nc1ccc(F)cc1	15	-7	-0.4	-1	35	14	3	-13	-4	-0.7	93
CCCCn1c(N)c(N(CCC(C)C)C(=O)c2cc(CC)c(C)s2)c(=O)[nH]c1=O	-13	2	-0.4	-7	-2	-21	-16	15	1	1.1	11
CC(NC(=O)c1cc2c(=O)n3ccccc3nc2n(CC2CCCO2)c1=N)c1ccccc1 (centres undefined)	-44	-385	1.5	-6	-4	14	-4	-10	1	0.4	-14
Cc1ccc(S(=O)(=O)CCC(=O)OCC(=O)Nc2cc(C)on2)cc1	-9	-11	0.5	-1	0	-3	-9	3	0	0.2	307
Cc1ccccc1C(=O)N1CCC(C(=O)NN2C(=O)NC3(CCC(C)CC3)C2=O)CC1 (centres undefined)	-18	-1	-1.2	-4	-2	-13	-2	-5	-2	-1.2	7
O=C(NCCCN1CCOCC1)c1cccc(S(=O)(=O)N2CCN(c3ccccc3)CC2)c1	1	.	.	.	1	15	8	4	3	-4.3	-9
CCC(C)c1ccc(NC(=S)Nc2ccc(OC)cc2)cc1 (centres undefined)	-8	0	-1.5	-4	-1	13	-5	-9	2	1.9	-12
CCOC(=O)c1c(NC(=O)CSc2nnc(C)s2)sc2c1CCCCC2	0	12	-0.3	3	2	13	2	0	-2	-1.4	4
Cc1cc(NCCCN)nc(-c2ccccc2O)n1	-5	-3	0.0	-7	0	10	3	-1	3	-3.4	-29
NS(=O)(=O)c1cccc(NC(=O)c2ccc(S(=O)(=O)N3CCCCCC3)cc2)c1	-15	-11	-1.6	1	1	-22	-9	-3	-2	0.4	18
Cc1nc(NC(=O)c2ccc(Br)o2)ccc1Br	5	7	-1.1	-4	-1	0	3	1	-6	-1.1	.
O=C1C2C3C=CC(CC3)C2C(=O)N1c1ccccc1F (centres undefined)	-14	2	0.2	-1	.	-16	-9	-3	2	1.2	-19
COc1cccc(C(=O)Nc2c3c(nn2-c2ccccc2C)CS(=O)C3)c1OC (centres undefined)	7	7	1.7	5	5	1	-7	-4	-8	0.3	-10
CC(C)(C)OC(=O)N1Cc2ccccc2C[C@H]1C(=O)O	-12	-13	-0.4	-6	0	-59	-5	-4	1	1.6	-1
CC(=O)c1cccc(NC(=O)CN2C(=O)NC(C)(C)C2=O)c1	-14	0	21	-3	-1	-4	-10	-4	3	-0.7	3
NC1=NC(=O)CC(C(=O)NCCc2ccccc2)S1 (centres undefined)	-8	-17	-0.3	-5	2	13	-4	6	-8	-0.7	.
CC(=O)Nc1ccc(NC(=O)C(C)OC(=O)CCSc2ccccc2Cl)cc1 (centres undefined)	6	-7	-0.9	8	-3	-10	-4	9	-4	1.0	-4
COC(=O)CC1C(=O)NCCN1C(=O)NC1CCCCC1 (centres undefined)	7	17	-1.9	-2	-3	27	4	4	-4	-0.6	307
Cc1ccc(OCCN2CCCC2)cc1	2	-1	-0.7	-1	2	-4	0	2	-7	0.4	-9
COC(=O)c1cccc(N2C(=O)C3C4C=CC(CC4)C3C2=O)c1 (centres undefined)	20	4	2.1	-1	-2	-15	4	-1	-5	1.3	20
COc1ccc(C(C)(C)NC(=O)C2CCC(=O)N(C3CC3)C2)cc1OC (centres undefined)	1	-9	-0.9	2	3	16	2	8	-6	0.3	1
The results go on:
SMILES	PvdQ inh	Rtt109 HAT inh	C-LANA FP	Keap1 Nrf2 FP	NSD2 inh	PfHsp90 yeast 2	Cardiac RTF inh	dFosB activator	cardiac RTF act	CDK5 inh	Mot1-301 SUMO
O=S(=O)(NCc1ccc2c(c1)OCO2)c1ccc(F)cc1	7	-1	0.4	-3	-2	-14	-5	6	3	1.3	-1
COc1ccc(OC)c(NC(=O)c2cccc3c2C(=O)N(C2CCCCC2)C3)c1	-8	6	0.0	-1	3	6	3	-5	-7	0.0	-2
Cc1cccc(CN2C(=O)c3ccccc3Sc3ccc(C(=O)NCCN4CCOCC4)cc32)c1	-2	4	2.0	0	-1	.	-13	-12	1	0.5	-11
O=C(CCCn1c(=S)[nH]c2ccccc2c1=O)NC1CCCCC1	10	11	0.2	-2	2	.	-6	0	0	-1.2	-7
Cc1cc(NC(=O)CSc2nc(N)c(NC(=O)c3ccccc3F)c(=O)[nH]2)no1	-7	-4	-0.9	1	.	3	-3	22*	3	0.4	-9
COc1ccc(/C=N/Nc2nnc(Cc3ccccc3)c(=O)[nH]2)cc1	-3	-22	0.2	-1	-1	-17	-20	2	-2	-1.6	20
CC1CCCCN1C(=O)CSc1nc2ccsc2c(=O)n1Cc1ccccn1 (centres undefined)	-4	-6	2.9	1	0	0	2	-1	-2	0.0	-8
Nc1nn(-c2ccccc2)c(N)c1N=Nc1ccccc1F	3	-7	3.3	5	11	-4	0	4	-3	0.0	-4
O=C(Nc1ccc(Br)c2cccnc12)c1ccc(Cn2cc([N+](=O)[O-])cn2)o1	8	-2	-0.1	-7	.	5	-2	-1	2	1.1	2
CC(=O)C1=C(O)C(=O)N(Cc2cccnc2)C1c1ccc(O)cc1 (centres undefined)	4	5	-0.5	7	-4	14	10	4	0	0.9	4
COc1cccc(OCC(=O)NNC(=O)CCc2ccccc2)c1	-14	.	-0.6	6	3	-35	-7	-3	2	1.5	-14
COc1ccc(/C=C/C=C2\N=C(SC)SC2=O)cc1	-4	14	0.2	-7	2	14	-9	-7	17	3.0	-1
CCCCc1c(O)nc(SC2CC(=O)N(c3ccc(C(=O)OCC)cc3)C2=O)[nH]c1=O (centres undefined)	-2	-5	-2.2	8	-6	-3	2	-7	-4	0.0	-10
C/C(Nc1ccc(C)cc1)=C(/C#N)C(N)=O	-11	2	0.0	-4	5	2	-7	4	0	0.8	10
Cc1ccc(C)c(N2CCN(C(=O)c3ccc(CSc4nc5ccncc5[nH]4)cc3)CC2)c1	3	19	1.5	-3	.	-10	-7	-1	2	0.9	-7
Cc1cc(O)c2c(-c3ccccc3)cc(=O)oc2c1	6	-4	0.9	2	-6	-11	-5	-5	0	1.3	5
CC[C@H](C)[C@@H](C(=O)N1CCNCC1)n1cc([C@@H](N)CO)nn1	-5	2	2.3	-3	.	4	-7	1	-3	2.1	-10
Nc1ccc(C(=O)N2CCN(S(=O)(=O)c3ccc(Cl)cc3)CC2)cc1[N+](=O)[O-]	-17	6	1.9	3	1	-16	-8	-6	-14	-0.6	-1
Cc1nc2ccccc2c2oc(C(=O)NCCCN3CC(C)CC(C)C3)cc12 (centres undefined)	-2	15	-4.7	-1	7	18	-12	-26	-8	-0.9	34
CCCc1cc2c(cc1NS(=O)(=O)c1ccc(CCNC(C)=O)cc1)OCO2	-21	-1	0.9	-4	.	.	-3	-5	7	-2.2	-8
CN(N)C(=S)Nc1ccc(Cl)cc1	-6	-1	0.3	-2	.	17	18*	-2	3	1.6	17
Cc1cc(CN(C)C(=O)CC2C(=O)NCCN2Cc2ccc(F)c(F)c2)on1 (centres undefined)	-14	-3	0.8	0	-1	.	-5	-8	2	0.9	.
Nc1ccc(C(=O)N/N=C\c2ccc(OC(=O)c3ccccc3Cl)cc2)cc1	-7	-4	-0.9	-8	.	-16	-3	7	1	0.1	-12

Some of these compounds in order of length of the SMILES, descending:
SMILES	PvdQ inh	Rtt109 HAT inh	C-LANA FP	Keap1 Nrf2 FP	NSD2 inh	PfHsp90 yeast 2	Cardiac RTF inh	dFosB activator	cardiac RTF act	CDK5 inh	Mot1-301 SUMO
CCCCc1c(O)nc(SC2CC(=O)N(c3ccc(C(=O)OCC)cc3)C2=O)[nH]c1=O (centres undefined)	-2	-5	-2.2	8	-6	-3	2	-7	-4	0.0	-10
Cc1cccc(CN2C(=O)c3ccccc3Sc3ccc(C(=O)NCCN4CCOCC4)cc32)c1	-2	4	2.0	0	-1	.	-13	-12	1	0.5	-11
Cc1cc(NC(=O)CSc2nc(N)c(NC(=O)c3ccccc3F)c(=O)[nH]2)no1	-7	-4	-0.9	1	.	3	-3	22*	3	0.4	-9
CC[C@H](C)[C@@H](C(=O)N1CCNCC1)n1cc([C@@H](N)CO)nn1	-5	2	2.3	-3	.	4	-7	1	-3	2.1	-10
Cc1cc(CN(C)C(=O)CC2C(=O)NCCN2Cc2ccc(F)c(F)c2)on1 (centres undefined)	-14	-3	0.8	0	-1	.	-5	-8	2	0.9	.
CCCc1cc2c(cc1NS(=O)(=O)c1ccc(CCNC(C)=O)cc1)OCO2	-21	-1	0.9	-4	.	.	-3	-5	7	-2.2	-8
CC1CCCCN1C(=O)CSc1nc2ccsc2c(=O)n1Cc1ccccn1 (centres undefined)	-4	-6	2.9	1	0	0	2	-1	-2	0.0	-8
O=S(=O)(NCc1ccc2c(c1)OCO2)c1ccc(F)cc1	7	-1	0.4	-3	-2	-14	-5	6	3	1.3	-1
COc1ccc(/C=C/C=C2\N=C(SC)SC2=O)cc1	-4	14	0.2	-7	2	14	-9	-7	17	3.0	-1

This is a random part of the collection. About 3.2% of those tested had a hit in this group.
